MmCpn inh: blocks the Methanococcus maripaludis chaperonin Mm-Cpn | 0.031% of 330,000 active | Potency, µM (top dose mostly 76.9 µM), for the others: at the highest dose activity, negative = inhibition, most hits filed as inhibitors | AID 504842 | purified Mm-Cpn ATPase, ADP Transcreener TR-FRET; further: potency means the concentration at half of the fitted maximal effect; on the % scale 0 is the no-effect control and ±100 the full control effect; nearly all actives have a fitted effect of over 80% in size
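ATPase turnover read by TR-FRET ADP competition (Eu cryptate antibody/ADP-d2, 665/590 nm): 10uM ATP final, 25nM Mm-CPN final, 30 min 37degC after 10-min compound preincubation, pH 7.4 Tris/KCl/MgCl2/DTT buffer.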
Nrf2 block: Nrf2 pathway inhibition; A549 ARE-Fluc reporter, luciferase luminescence, 18-24 h; Potency, µM (titrated, usually from 46 µM), for the others: at the highest dose activity change, negative = inhibition, most hits filed as inhibitors; 2.1% of 360,000 active; further: potency means the concentration at half of the fitted maximal effect; on the % scale 0 is the no-effect control and ±100 the full control effect; nearly all actives have a fitted effect of over 60% in size
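Reporter: ARE-Fluc in A549. Exposure: 18-24 h, 37 °C, 5% CO2, 5% FBS OPTI-MEM. Readouts: fluorescent cytotoxicity (CellTiter-Fluor), then luminescent Nrf2 signal after BugLite.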
CCT chaperon mod: modulators of cytosolic chaperonin (CCT/TRiC) activity. purified chaperonin ATPase assay, HTRF ADP detection, 30 min. activity change, % (no concentration beside the values), hits read low. 0.3% of 360,000 active; in the data active means activity change below about -30%; further: on the % scale 0 is the no-effect control and ±100 the full control effect
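TRiC (40 or 20 nM final, by batch activity) in 30 mM Tris pH 7.4, 100 mM KCl, 5 mM MgCl2, 1 mM DTT was treated with compound at 76 uM single dose, then 10 uM ATP, 30 min at 37 °C. ADP was read by HTRF Transcreener.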
A549 viability: A549 cytotoxicity, counter-screen for Nrf2 inhibitors; Potency, µM (doses to about 46 µM), inactives show top-dose activity change, negative = cytotoxicity, usual class: inhibitors; A549 ARE-Fluc cells, CellTiter-Fluor viability, 18-24 h; 0.16% of 390,000 active; further: potency means the concentration at half of the fitted maximal effect; on the % scale 0 is the no-effect control and ±100 the full control effect
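A549 ARE-Fluc cells in 5% FBS OPTI-MEM, 5000 cells/well, rested 2 h then exposed to compounds in concentration-response for 18-24 h at 37 °C. Viability by CellTiter-Fluor fluorescence (Ex 405/Em 525) after 30 min; luciferase luminescence (BugLite, 15 min, RT) read afterwards.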
TGFb inhibitor: blocks TGF-b signaling. HepG2 CAGA-GFP TGF-b/SMAD3 reporter, GFP fluorescence, 18 h; TGF-beta stimulated, 500 pg/mL final. Potency, µM (highest dose often 46.1 µM), without a hit: top-dose activity, negative = inhibition, usual class: inhibitors. 1.2% of 410,000 active. AID 588855; further: potency means the concentration at half of the fitted maximal effect; on the % scale 0 is the no-effect control and ±100 the full control effect; nearly all actives have a fitted effect of over 65% in size
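HEPG2 CAGA-GFP reporter cells (1000/well, DMEM with 1% FBS) received compounds, then recombinant TGF-beta at 500 pg/mL final for 18 hours at 37 degrees C. Per-cell GFP summed per well was normalised to unstimulated and stimulated DMSO controls before curve fitting.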
Nrf2 activator: Nrf2 pathway activation; AREc32 ARE-luciferase reporter (MCF7-derived line), luminescence, 24 h; Potency, µM (titrated, usually from 46.1 µM), for inactives: top-dose activation, hits mostly activators; 0.31% of 410,000 active; AID 624171; further: potency means the concentration at half of the fitted maximal effect; % of control where 0% means no effect; nearly all actives have a fitted effect of over 65% in size
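AREc32 cells carrying an ARE-driven firefly luciferase, 1000 cells/well in OPTI-MEM with 5% FBS, dosed after overnight attachment and incubated 24 hr at 37 deg C. Steady-Glo luminescence read after 30 min at RT.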
EPAC2 antagonist: antagonists of human EPAC2; Q8WZA2; EPAC2 GEF exchange of Rap1B-BODIPY-GDP, fluorescence; Potency, µM (titrated, usually from 114 µM), for the others: top-dose activity, negative = inhibition, actives largely listed as inhibitors; 0.18% of 360,000 active; further: potency means the concentration at half of the fitted maximal effect; on the % scale 0 is the no-effect control and ±100 the full control effect; nearly all actives have a fitted effect of over 45% in size; many of its hits are not listed in these tables
Target sequence (Q8WZA2 whole entry, looked up): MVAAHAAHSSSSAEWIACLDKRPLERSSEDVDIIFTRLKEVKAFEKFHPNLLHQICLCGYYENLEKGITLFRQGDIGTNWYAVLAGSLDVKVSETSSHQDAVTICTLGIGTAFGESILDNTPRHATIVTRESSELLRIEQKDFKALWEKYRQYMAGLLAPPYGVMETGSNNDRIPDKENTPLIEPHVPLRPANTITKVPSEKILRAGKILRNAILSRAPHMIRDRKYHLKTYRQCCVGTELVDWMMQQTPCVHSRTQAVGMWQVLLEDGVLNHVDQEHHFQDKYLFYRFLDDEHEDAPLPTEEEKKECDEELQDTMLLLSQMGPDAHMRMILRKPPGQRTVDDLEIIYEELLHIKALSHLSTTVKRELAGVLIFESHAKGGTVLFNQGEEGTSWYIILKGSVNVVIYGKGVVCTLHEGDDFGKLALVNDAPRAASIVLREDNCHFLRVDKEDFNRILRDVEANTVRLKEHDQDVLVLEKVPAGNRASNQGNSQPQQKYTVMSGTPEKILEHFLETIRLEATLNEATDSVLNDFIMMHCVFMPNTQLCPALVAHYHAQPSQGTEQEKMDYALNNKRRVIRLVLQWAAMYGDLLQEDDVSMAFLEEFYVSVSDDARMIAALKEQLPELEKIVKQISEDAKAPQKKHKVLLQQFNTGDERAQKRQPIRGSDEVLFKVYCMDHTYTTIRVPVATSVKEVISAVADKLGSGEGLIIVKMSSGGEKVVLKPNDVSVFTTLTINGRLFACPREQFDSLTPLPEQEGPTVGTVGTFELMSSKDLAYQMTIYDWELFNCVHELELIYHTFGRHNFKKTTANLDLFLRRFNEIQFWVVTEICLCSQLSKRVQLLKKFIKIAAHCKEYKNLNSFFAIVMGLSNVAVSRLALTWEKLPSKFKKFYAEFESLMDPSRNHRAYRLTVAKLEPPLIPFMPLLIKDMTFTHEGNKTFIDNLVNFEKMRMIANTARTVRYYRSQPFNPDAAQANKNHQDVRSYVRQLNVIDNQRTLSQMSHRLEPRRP
EPAC2 agonist: agonists of human EPAC2 (RAPGEF4) | 0.079% of 360,000 active | Q8WZA2 | EPAC2 activation, biochemical qHTS; response scale: 100% = 6.5 mM cAMP response | Potency, µM (doses to about 154 µM), without a hit: at the top dose activation, usual class: activators | AID 720711; further: potency means the concentration at half of the fitted maximal effect; nearly all actives have a fitted effect of over 50% in size
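Exchange assay: 100 nM EPAC2 with 250 nM Rap1B-BODIPY-GDP and 50 uM GDP. Fluorescence (ex 480/em 540 nm) read every 5 min for 30 min at room temperature. Data normalized to 6.5 mM cAMP as agonist control.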
pAkt inh: Akt phosphorylation inhibition; 0.32% of 360,000 active; activity change, % for hits at 50 µM; Neuro2A IGF-stimulated pAkt S473 HTRF, 20 min; hits give low values; in the data active means activity change below about -80%; inconclusive means mostly about -51% to -80%; further: on the % scale 0 is the no-effect control and ±100 the full control effect
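Neuro2A cells in DMEM with 0.5% FBS, overnight at 37 deg C, given compound at single 50 µM final, then IGF (6 nM final) for 20 min at 37 deg C. Lysed; phospho-Akt Ser473 by HTRF after 24 h, 665/615 ratio.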
Active calls of the source: *; & = joins results of further samples; [ ] = another dose, or the depositor's remark. Unless noted, the call rests on the fitted dose curve; in most records, active means well fitted curve in the direction sought with a large enough effect; inconclusive means small, poorly fitted or top-dose-only effect, or another doubt; inactive means no such curve, though single readings can be large; an effect the other way counts as inactive or inconclusive. Only part of the results is shown. The share of hits here may be higher or lower than overall.

For Cc1ccc(-c2nnc(-c3ccc4ccccc4c3)o2)cc1 the results were Nrf2 block inconclusive, CCT chaperon mod -0.4, A549 viability 5%, TGFb inhibitor -1%, Nrf2 activator 0.4%, EPAC2 antagonist 4%, EPAC2 agonist 9% and pAkt inh inactive.
`COc1c(OC(C)=O)c(=O)n2c3ccccc3c3ccnc1c32` gave MmCpn inh 0%, Nrf2 block -3%, CCT chaperon mod 1.0, A549 viability -8%, TGFb inhibitor -1%, Nrf2 activator -0.4%, EPAC2 antagonist -29%, EPAC2 agonist 3% and pAkt inh inactive.
For CCOC(=O)Cn1nc(C)n(-c2ccc(Cl)cc2)c1=O the results were MmCpn inh 1%, Nrf2 block 1%, CCT chaperon mod -4.5, A549 viability 3%, TGFb inhibitor -6%, Nrf2 activator -0.8%, EPAC2 antagonist 0%, EPAC2 agonist 7% and pAkt inh inactive.
COc1ccc(CNC(=O)CC23CC4CC(CC(C4)C2)C3)cc1OC was read as MmCpn inh 2%, Nrf2 block -2%, CCT chaperon mod -2.2, A549 viability -10%, TGFb inhibitor -24%, Nrf2 activator -0.3%, EPAC2 antagonist 1%, EPAC2 agonist 9% and pAkt inh inactive.
`O=C(NCCN1CCN(c2ccccc2)CC1)Nc1ccccc1Br` gave MmCpn inh 0%, Nrf2 block 8%&10%, CCT chaperon mod -1.7, A549 viability 24%&1%, TGFb inhibitor 7%&-27%, Nrf2 activator 3.1%&-0.8%, EPAC2 antagonist -2%, EPAC2 agonist 14% and pAkt inh inactive.
Cc1ccc(NC(=O)C2CCN(S(=O)(=O)c3ccc(Cl)c(C(F)(F)F)c3)CC2)nc1 was read as MmCpn inh 3%, Nrf2 block 1%, CCT chaperon mod -0.6, A549 viability -3%, TGFb inhibitor 2%, Nrf2 activator 0.3%, EPAC2 antagonist -2%, EPAC2 agonist -8% and pAkt inh inactive.
`CCOc1ccc(-n2c(C)nc3cc(C(=O)NCc4ccc5c(c4)OCO5)ccc32)cc1` gave MmCpn inh -2%, Nrf2 block -17%, CCT chaperon mod -2.6, A549 viability 4%, TGFb inhibitor inconclusive, Nrf2 activator 2.3%, EPAC2 antagonist -4%, EPAC2 agonist 0% and pAkt inh inactive.
CCc1nc(NCc2ccccc2)c(C#N)c2c1CCCC2 was read as MmCpn inh 0%, Nrf2 block 3%, CCT chaperon mod -1.5, A549 viability 13%, TGFb inhibitor -13%, Nrf2 activator -0.3%, EPAC2 antagonist -17%, EPAC2 agonist 3% and pAkt inh inactive.
`COc1ccc(OC)c(CNc2ncnc3onc(C)c23)c1` gave Nrf2 block -26%, A549 viability 3%, TGFb inhibitor -13% and Nrf2 activator 2.8%.
`COc1cccc([C@@H]2CC=C(C(=O)O)[C@H](c3ccccc3F)N2S(=O)(=O)c2ccc(C)cc2)c1` gave MmCpn inh -3%, Nrf2 block 8%, CCT chaperon mod -0.2, A549 viability -1%, TGFb inhibitor 8%, Nrf2 activator 4.1%, EPAC2 antagonist 2%, EPAC2 agonist 0% and pAkt inh inactive.
Screening COCCOC(=O)c1c(C)nc(SCC(=O)Nc2ccc(C)cc2)c(C#N)c1-c1ccco1 returned MmCpn inh 1%, Nrf2 block -5%, CCT chaperon mod -0.5, A549 viability -2%, TGFb inhibitor -2%, Nrf2 activator 0.2%, EPAC2 antagonist -2%, EPAC2 agonist -2% and pAkt inh inactive.
For Cc1onc(-c2ccccc2Cl)c1C(=O)NCc1nc(-c2ccc(C(F)(F)F)cc2)no1 the results were MmCpn inh 1%, Nrf2 block 26µM*, CCT chaperon mod -0.6, A549 viability 0%, TGFb inhibitor inconclusive, Nrf2 activator 1.8%, EPAC2 antagonist -19%, EPAC2 agonist 5% and pAkt inh inactive.
`CCOc1cc(Br)ccc1S(=O)(=O)NCc1ccccc1` gave MmCpn inh -4%, Nrf2 block 1%, CCT chaperon mod 0.2, A549 viability 12%, TGFb inhibitor -7%, Nrf2 activator -0.1%, EPAC2 antagonist 0%, EPAC2 agonist -3% and pAkt inh inactive.
For CCOC(=O)C(C)n1cnc2c(nnn2Cc2ccc(C)cc2)c1=O (stereo not drawn) the results were MmCpn inh 1%, Nrf2 block -9%, CCT chaperon mod -1.2, A549 viability -10%, TGFb inhibitor -6%, Nrf2 activator -0.5%, EPAC2 antagonist 12%, EPAC2 agonist 2% and pAkt inh inactive.
Screening COc1ccc(Nc2nc(N)nc(CSc3nc(C)cc(C)n3)n2)cc1 returned MmCpn inh -8%, Nrf2 block inconclusive, CCT chaperon mod 2.5, A549 viability 5%, TGFb inhibitor 12%, Nrf2 activator 4.6%, EPAC2 antagonist -4%, EPAC2 agonist 9% and pAkt inh inactive.
Screening O=S(=O)(NCC(c1ccco1)N1CCCCC1)c1cccc(C(F)(F)F)c1 (stereo not drawn) returned MmCpn inh 1%, Nrf2 block -12%, CCT chaperon mod -1.6, A549 viability 1%, TGFb inhibitor -15%, Nrf2 activator 0.3%, EPAC2 antagonist -19%, EPAC2 agonist 7% and pAkt inh inactive.
For O=C(CCC(=O)Nc1ccccc1)NNC(=O)c1ccccc1Cl the results were MmCpn inh 2%, Nrf2 block 9%, CCT chaperon mod -1.7, A549 viability 2%, TGFb inhibitor 1%, Nrf2 activator -0.1%, EPAC2 antagonist 3%, EPAC2 agonist 3% and pAkt inh inactive.
For Cn1nc(C(F)(F)F)c2cc(C(=O)O)sc21 the results were MmCpn inh -5%, Nrf2 block 4%, CCT chaperon mod -3.0, A549 viability 2%, TGFb inhibitor 7%, Nrf2 activator -0.1%, EPAC2 antagonist 5%, EPAC2 agonist 7% and pAkt inh inactive.
Screening COc1ccc(C(CC(=O)N2CCOCC2)c2c(O)cc(OC)cc2OC)cc1 (stereo not drawn) returned MmCpn inh 2%, Nrf2 block 7%&2%, CCT chaperon mod -1.6, A549 viability -3%&-1%, TGFb inhibitor 17%&3%, Nrf2 activator 0.1%, EPAC2 antagonist -22%, EPAC2 agonist 2% and pAkt inh inactive.
`CSc1nc(S(=O)(=O)c2ccccc2)c(Cl)s1` gave MmCpn inh 2%, Nrf2 block -8%, CCT chaperon mod 1.9, A549 viability 2%, TGFb inhibitor -1%, Nrf2 activator 19%, EPAC2 antagonist inconclusive, EPAC2 agonist 0% and pAkt inh inactive.
Screening CCOC(=O)C1=C(N)Oc2ccc3ccccc3c2C1c1cccc(O)c1 (stereo not drawn) returned MmCpn inh 1%, Nrf2 block 13%, CCT chaperon mod -1.8, A549 viability 2%, TGFb inhibitor 11µM*, Nrf2 activator 5.9%, EPAC2 antagonist -26%, EPAC2 agonist 12% and pAkt inh inactive.
`CCCOc1ccccc1OCC(=O)Nc1cc(Cl)ccc1-n1cncn1` gave MmCpn inh 0%, Nrf2 block -35%, CCT chaperon mod -2.7, A549 viability 12%, TGFb inhibitor 0%, Nrf2 activator 6.9%, EPAC2 antagonist -16%, EPAC2 agonist 19% and pAkt inh inactive.
Screening Cc1cc(=O)[nH]c(SCCOc2ccc3c(c2)CCC3)n1 returned Nrf2 block 5%, CCT chaperon mod -1.8, A549 viability -1%, TGFb inhibitor 21%, Nrf2 activator 2.7%, EPAC2 antagonist 5%, EPAC2 agonist 6% and pAkt inh inactive.
`COc1cccc(OC)c1/C=C/C(=O)NC1CCCCC1` gave MmCpn inh 1%, Nrf2 block inconclusive, CCT chaperon mod 2.4, A549 viability 1%, TGFb inhibitor -3%, Nrf2 activator 5.1%, EPAC2 antagonist -4%, EPAC2 agonist -5% and pAkt inh inactive.
Screening COC(=O)c1c(NC(=O)CCCOc2cccc(C)c2)sc2c1CCC(C)C2 (stereo not drawn) returned Nrf2 block 11%, A549 viability -7%, TGFb inhibitor -12% and Nrf2 activator 0.3%.
For CS(=O)(=O)c1ccc(Cl)c(NC(=O)CSc2n[nH]c(-c3cccs3)n2)c1 the results were MmCpn inh 3%, Nrf2 block -11%, CCT chaperon mod -5.8, A549 viability -10%, TGFb inhibitor -18%, Nrf2 activator 9.4%, EPAC2 antagonist 4%, EPAC2 agonist 7% and pAkt inh inactive.
`Cc1cccc(CS(=O)(=O)Cc2ccc(C(=O)NC3CCCCC3)o2)c1` gave MmCpn inh 0%, Nrf2 block -19%, CCT chaperon mod 0.6, A549 viability 0%, TGFb inhibitor -1%, Nrf2 activator -0.8%, EPAC2 antagonist 2%, EPAC2 agonist 10% and pAkt inh inactive.
`Cc1ccc(Cl)cc1NC(=O)C1CCN(c2nc3ccccc3n3cccc23)CC1` gave Nrf2 block 1%, A549 viability 9%, TGFb inhibitor 0% and Nrf2 activator 0.0%.
`Oc1ccccc1C=NCCN=Cc1ccccc1O` gave MmCpn inh -1%, Nrf2 block 6%, CCT chaperon mod -1.0, A549 viability 8%, TGFb inhibitor inconclusive, Nrf2 activator -0.5%, EPAC2 antagonist 3%, EPAC2 agonist 8% and pAkt inh inactive.
Cc1ccccc1C(=O)OCC(=O)Nc1cccc(S(=O)(=O)N2CCCCC2)c1 was read as CCT chaperon mod -0.1, TGFb inhibitor -17%, Nrf2 activator 0.6%, EPAC2 antagonist -23%, EPAC2 agonist 10% and pAkt inh inactive.
Screening CNCCCOc1ccc(C)cc1Br returned MmCpn inh 1%, Nrf2 block 2%, CCT chaperon mod -1.9, A549 viability 13%, TGFb inhibitor -3%, Nrf2 activator -0.8%, EPAC2 antagonist 6%[57.1 µM], EPAC2 agonist 5% and pAkt inh inactive.

Screens (PubChem)
